Lipid droplet: hepatic lipid droplet formation modulation; AID 1656; AML12 mouse hepatocytes, oleate lipid droplets, BODIPY imaging; inhibition, % at 6.5 µM; 0.4% of 240,000 active;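 active = lipid droplet intensity inhibited by at least 50%, with more than 500 cells counted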
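Assay system: AML12 hepatocytes (mouse); Probe or stimulus: oleic acid at 100 µM to induce lipid droplet formation; Dosing: compound at 6.5 µM only; Schedule: compound with oleate, overnight; Detection: fluorescence imaging, 20x objective, two fields per well; Measure: % inhibition of lipid droplet signal.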
K1F lysis inhibition: protection from phage-mediated lysis, alamar blue read-out – E. coli UTI89, K1F phage, bacterial capsule biogenesis inhibitors (AID 488966); E. coli UTI89 K1F phage lysis, alamar blue, 2 h; higher % means a stronger effect; inhibition, % at 100 µM; hits with a dose series show IC50 in µM; 0.02% of 340,000 active;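 active = phage lysis inhibition, versus mean bacterial control, above a set limit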;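 note: capsule biogenesis inhibitors block K1F phage lysis so surviving cells raise fluorescence; higher fluorescence means more inhibition of phage lysis; actives were called in the ten point dose series up to 300 µM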
P. falciparum M1AAP: P. falciparum M1AAP inhibitors, biochemical, fluorogenic H-Leu-NHMec substrate, 1536-well (AID 1445); recombinant M1AAP, H-Leu-NHMec fluorogenic kinetic assay; higher % means a stronger effect; one-dose inhibition, % at 30 µM; IC50 in µM for titrated hits; 0.42% of 220,000 active;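 active = primary inhibition above the hit cutoff, then over 50% inhibition at one or more dose response concentrations, cut at about 23% in these data, passing the limit was not always enough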;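 note: plate controls were DMSO full reaction for no effect and no enzyme background for full effect; strong numbers were not always called active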
XIAP antagonists: small molecules displacing peptide from XIAP – biochemical, IAP family, fluorescence polarization (AID 1018). displacement, % at 20 µM, or IC50 in µM where a hit was titrated. XIAP BIR domain, fluorescence polarization peptide displacement; higher % means a stronger effect. 0.007% of 200,000 active; in the data active = displacement above about 50%; note: a part of the inactive calls stands beside numbers as strong as those of hits
Siah-1 displacement: blockers of Siah-1 interaction with plectin peptide – biochemical, fluorescence polarization, rhodamine-plectin, uHTS, primary screen (AID 1817). displacement, % at 20 µM; hits with a dose series show IC50 in µM. Siah-1 / rhodamine-plectin peptide fluorescence polarization; higher % means a stronger effect. 0.02% of 290,000 active;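 active = displacement of at least 50% at 20 µM, with a fluorescence ratio check between 0.3 and a set limit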;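 note: plate controls were Siah plus tracer with DMSO for no effect and tracer alone without Siah for full effect; strong numbers were not always called active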
PMI inhibitors: MPI enzyme activity inhibition – biochemical, fluorescence intensity, coupled assay, primary screen (AID 1209); purified PMI enzyme, coupled fluorescence intensity; higher % means a stronger effect; 0.42% of 190,000 active; inhibition, % at 20 µM; hits with a dose series show IC50 in µM;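 note: plate controls were DMSO vehicle for no effect and wells lacking substrate for full effect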
TNAP activation fold: stimulation of alkaline phosphatase TNAP activity – biochemical, luminescent, no phosphate acceptor, uHTS, primary screen (AID 1001). activation fold at 20 µM; hits with a dose series show EC50 in µM. 0.03% of 200,000 active. purified TNAP, luminescent activation assay, no phosphate acceptor; higher activation fold means a stronger effect; in the data active = activation fold from about 3, or a potency from the dose series; inactive = the rest, 99 in 100 with activation fold below about 1.6; note: many of its hits are not listed in these tables
PMI inhibition: human PMI inhibitors, high substrate, primary screen, biochemical, fluorescence intensity, high mannose 6-phosphate (AID 1220). recombinant PMI enzyme, coupled fluorescence intensity; higher % means a stronger effect. one-dose inhibition, % at 20 µM; IC50 in µM for titrated hits. 0.66% of 190,000 active
M17LAP inhibition: P. falciparum M17LAP inhibitors, primary screen, biochemical, fluorogenic H-Leu-NHMec substrate, 1536-well (AID 1619); inhibition, % at 30 µM; hits with a dose series show IC50 in µM; recombinant M17LAP, H-Leu-NHMec fluorogenic kinetic assay; higher % means a stronger effect; 0.38% of 220,000 active;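 active = compound inhibiting the enzyme by more than half at any dose during confirmatory dose-response retesting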;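 note: plate controls were full reaction with DMSO carrier for no effect and no enzyme background for full effect; strong numbers were not always called active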
Lipid droplet cells 6.5 µM: recorded beside Lipid droplet, whose call it bears; cell count; measured here: cell count, cytotoxicity flag;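 cells counted across two imaged fields per well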
Starred values were filed as active, the others as inactive; x = not tested or not shown; [ ] = dose if it differs, or a comment. Cut-off read from the data, not from the text of the source, unless noted: active = inhibition above about 50%; inactive = the rest. Compounds as they come (roughly 1.9% active in at least one column).

SMILES	Lipid droplet	Lipid droplet cells 6.5 µM	K1F lysis inhibition	P. falciparum M1AAP	XIAP antagonists	Siah-1 displacement	PMI inhibitors	TNAP activation fold	PMI inhibition	M17LAP inhibition
O=C1C2C(C(=O)N1/N=C/c1cc([N+](=O)[O-])ccc1O)C1C=CC2C12CC2 (stereo not given)	x	x	3.2%[50 µM]	3%	-3.1%	-4%	0%	1	7%	8%
Cc1ccc(CNc2nc(N)c([N+](=O)[O-])c(NCCO)n2)cc1	12	776	-2.0%	7%	x	4%	x	x	x	9%
Cc1cc(C)c2cc(CN(CC3CCCO3)C(=S)NCc3ccco3)c(=O)[nH]c2c1 (stereo not given)	6	707	x	4%	-8.8%	11%	x	1.1	x	4%
Cc1ccc(CO/N=C\Cc2snc(Sc3ncc(C(F)(F)F)cc3Cl)c2C#N)cc1	4	789	0.7%	6%	-9.1%	3%	-53%	1.1	-70%	-12%
CCN(CCn1cccn1)Cc1nc(Cc2cccc(F)c2)no1	-2	722	0.0%	0%	-6.6%	-2%	15%	1	10%	-3%
CCOC(=O)Cc1csc(N/C(=N/S(=O)(=O)c2ccc(Cl)cc2)c2ccccc2)n1	2	648	-5.2%	0%	2.0%	-10%	-5%	1.1	-3%	4%
COc1ccc(CC(=O)OCC(=O)Nc2ccc(Br)cc2)cc1	8	670	0.4%	15%	-8.1%	0%	-1%	1.1	0%	-1%
O=C(CSc1nc2[nH]ncc2c(=O)[nH]1)NCc1ccccc1Cl	3	629	3.3%[50 µM]	-2%	-1.5%	3%	16%	1.1	2%	1%
COc1ccc(-c2[nH]ncc2CN(CCO)Cc2cccs2)c(F)c1	-3	740	0.2%	2%	-7.7%	0%	-2%	0.3	3%	2%
CC1(C)CC(=O)C(C=Nc2ccc(Cl)cn2)=C(O)C1	5	711	-0.2%	0%	-7.4%	10%	-50%	1.1	-29%	13%
Cc1[nH]n(CCC#N)c(=O)c1CC(=O)N1CCN(c2ccccc2)CC1	x	x	0.1%	1%	1.9%	2%	-56%	1.2	-82%	0%
Cc1ccc(C)c(OCCCC(C)(C)C(=O)O)c1	-7	751	3.5%	3%	-10%	-7%	13%	1	5%	6%
CCn1c2c(c(=N)c3c1CCC3)CCC2	-3	605	0.2%	-4%	1.1%	-4%	-15%	1	-2%	-17%
Cc1ccc(-c2csc(NC(=O)CSc3nc4ccccc4c(=O)n3CCCN(C)C)n2)cc1	4	660	-1.3%	0%	-7.9%	-2%	21%	1.1	11%	4%
CCOC(=O)/C=c1\s/c(=C\c2ccc(C(=O)OC)cc2)c(=O)n1CC(=O)Nc1ccccc1	-1	698	0.1%	8%	-15%	-1%	-16%	1	-5%	-15%
O=C(NCCc1csc(-c2cccnc2)n1)c1cccs1	1	763	-1.9%	-2%	-5.6%	-2%	-9%	1	-9%	0%
C/C(=C/C(=O)O)C(=O)Nc1cccc(C(F)(F)F)c1	-4	720	0.0%	-5%	-4.8%	0%	-20%	1.1	-11%	-4%
CCc1noc(C)c1C(=O)Nc1nc(-c2ccc(Cl)cc2Cl)c(C)s1	x	x	-1.7%	4%	-4.8%	5%	7%	1.1	0%	8%
CCOc1ccc(Br)cc1/C(C)=N\NC1=NCCN1	-33	723	0.1%	4%	-5.7%	-1%	0%	1.1	3%	9%
O=Cc1cc2ccccc2nc1SCc1ccc(Cl)cc1	x	x	0.2%	9%	-0.2%	6%	2%	1	4%	1%

As a short view, some entries already given:
SMILES	Lipid droplet	Lipid droplet cells 6.5 µM	K1F lysis inhibition	P. falciparum M1AAP	XIAP antagonists	Siah-1 displacement	PMI inhibitors	TNAP activation fold	PMI inhibition	M17LAP inhibition
CCN(CCn1cccn1)Cc1nc(Cc2cccc(F)c2)no1	-2	722	0.0%	0%	-6.6%	-2%	15%	1	10%	-3%
CCOC(=O)Cc1csc(N/C(=N/S(=O)(=O)c2ccc(Cl)cc2)c2ccccc2)n1	2	648	-5.2%	0%	2.0%	-10%	-5%	1.1	-3%	4%
COc1ccc(CC(=O)OCC(=O)Nc2ccc(Br)cc2)cc1	8	670	0.4%	15%	-8.1%	0%	-1%	1.1	0%	-1%
O=C(CSc1nc2[nH]ncc2c(=O)[nH]1)NCc1ccccc1Cl	3	629	3.3%[50 µM]	-2%	-1.5%	3%	16%	1.1	2%	1%
COc1ccc(-c2[nH]ncc2CN(CCO)Cc2cccs2)c(F)c1	-3	740	0.2%	2%	-7.7%	0%	-2%	0.3	3%	2%
CC1(C)CC(=O)C(C=Nc2ccc(Cl)cn2)=C(O)C1	5	711	-0.2%	0%	-7.4%	10%	-50%	1.1	-29%	13%
Cc1[nH]n(CCC#N)c(=O)c1CC(=O)N1CCN(c2ccccc2)CC1	x	x	0.1%	1%	1.9%	2%	-56%	1.2	-82%	0%
Cc1ccc(C)c(OCCCC(C)(C)C(=O)O)c1	-7	751	3.5%	3%	-10%	-7%	13%	1	5%	6%
CCn1c2c(c(=N)c3c1CCC3)CCC2	-3	605	0.2%	-4%	1.1%	-4%	-15%	1	-2%	-17%
Cc1ccc(-c2csc(NC(=O)CSc3nc4ccccc4c(=O)n3CCCN(C)C)n2)cc1	4	660	-1.3%	0%	-7.9%	-2%	21%	1.1	11%	4%
CCOC(=O)/C=c1\s/c(=C\c2ccc(C(=O)OC)cc2)c(=O)n1CC(=O)Nc1ccccc1	-1	698	0.1%	8%	-15%	-1%	-16%	1	-5%	-15%
O=C(NCCc1csc(-c2cccnc2)n1)c1cccs1	1	763	-1.9%	-2%	-5.6%	-2%	-9%	1	-9%	0%
C/C(=C/C(=O)O)C(=O)Nc1cccc(C(F)(F)F)c1	-4	720	0.0%	-5%	-4.8%	0%	-20%	1.1	-11%	-4%
CCc1noc(C)c1C(=O)Nc1nc(-c2ccc(Cl)cc2Cl)c(C)s1	x	x	-1.7%	4%	-4.8%	5%	7%	1.1	0%	8%
CCOc1ccc(Br)cc1/C(C)=N\NC1=NCCN1	-33	723	0.1%	4%	-5.7%	-1%	0%	1.1	3%	9%
O=Cc1cc2ccccc2nc1SCc1ccc(Cl)cc1	x	x	0.2%	9%	-0.2%	6%	2%	1	4%	1%

Following part:
SMILES	Lipid droplet	Lipid droplet cells 6.5 µM	K1F lysis inhibition	P. falciparum M1AAP	XIAP antagonists	Siah-1 displacement	PMI inhibitors	TNAP activation fold	PMI inhibition	M17LAP inhibition
CC(NC(=O)COc1ccccc1)C(c1cccs1)N1CCCC1 (stereo not given)	-13	707	0.3%	5%	-19%	0%	-7%	1	0%	-2%
O=C(Nc1nccs1)c1cn(-c2ccccc2)nc1-c1ccccc1	0	804	0.8%	1%	-1.4%	2%	18%	1	17%	-1%
CCOC(=O)c1ccc(N2C(=O)CC(N3CCC(C(=O)OCC)CC3)C2=O)cc1 (stereo not given)	x	x	0.8%	1%	-5.8%	-1%	-1%	1	4%	-17%
O=C(OC1CCOC1=O)c1cccc(S(=O)(=O)N2CCc3ccccc3C2)c1 (stereo not given)	0	783	-0.1%	1%	-11%	-2%	-3%	1.1	4%	5%
N#Cc1ccccc1NC(=O)c1ccccc1OCC(=O)NCc1ccco1	-14	694	0.9%	6%	-9.9%	-2%	16%	1.1	15%	-3%
COc1cc(O)c(C(CCN2CCCC(C)C2)c2ccc(N(C)C)cc2)c(OC)c1 (stereo not given)	-1	746	5.5%	13%	x	1%	x	x	x	7%
Cc1ccc(-n2ncc(C#N)c2/N=C/N2CCCCCC2)cc1	x	x	2.9%	-8%	2.6%	2%	3%	1.1	5%	7%
Cc1noc(C)c1COc1ccc(C(=O)OC(C)C(=O)Nc2ccc(N3CCOCC3)cc2)cc1 (stereo not given)	1	754	3.1%	-4%	1.0%	0%	9%	1.1	2%	-8%
Cn1cnnc1SCC(=O)NCCc1ccccc1	-2	747	0.2%	4%	-2.8%	1%	6%	1.1	4%	-9%
CC(C)CC(=O)Nc1ccc(C(=O)Cn2nc(C(=O)O)c3ccccc3c2=O)cc1	0	813	0.6%	-14%	-8.0%	1%	-4%	1	4%	1%
CC(=O)Oc1c(S(=O)(=O)c2ccccc2)c(C)nn1C(C)(C)C	19	671	0.9%	5%	-5.6%	0%	11%	1.1	4%	10%
COC1C=CC(CNC(=O)c2cc3c(=O)n4cccc(C)c4nc3n2C)(OC)O1 (stereo not given)	1	783	-0.3%	7%	-3.7%	-5%	4%	1.2	1%	-8%
CC(C)(C)n1ncc2c(=O)n(CC(=O)Nc3ccc4c(c3)OCO4)cnc21	x	x	0.6%	7%	-18%	1%	7%	1.1	-3%	5%
CCN(CC)CCCNc1cc2n(c(=O)n1)CCc1cc(OC)c(OC)cc1-2	x	x	-0.8%	7%	-16%	-2%	11%	1.1	15%	-17%
CNC(=O)C(NC(=O)c1ccccc1)=C(C)C	1	725	-0.5%	0%	x	-7%	x	x	x	1%
c1ccc2c(c1)ccc1nnc(SCc3ccc4c(c3)OCO4)n12	x	x	-0.2%	-5%	3.1%	-2%	9%	1.1	1%	-6%
N#Cc1cc(C(=O)c2cc(Br)ccc2O)cn(Cc2ccccc2)c1=O	-2	697	6.1%	4%	-10%	8%	-16%	1.4	-12%	24%
COCCN(CCOC)c1nc(N)c2c(N)nc3c(c2c1C#N)CC(=O)N3Cc1ccc(Cl)cc1	34	675	2.0%[50 µM]	9%	-25%	-10%	21%	1.1	25%	-1%
Cc1cc(C)nc(N/N=C/c2ccc(Cl)cc2)n1	1	729	-1.2%	1%	x	-5%	x	x	x	17%
C=CC(C)(C)c1[nH]cnc1/C=C1\NC(=O)C(C(C)C)NC1=O (stereo not given)	-4	727	6.7%	11%	x	-2%	x	x	x	14%
Cc1ccc(-n2nnc3c(=O)n(CC(=O)NCc4ccco4)cnc32)cc1	x	x	9.0%	1%	-15%	4%	-6%	1	-3%	-17%
O=C(CCS(=O)(=O)Cc1ccccc1)Nc1ccc2c(c1)OCCO2	0	615	0.1%	2%	-4.2%	4%	-2%	1.1	-2%	-6%
